Compound activity: PubChem BioAssay, National Center for Advancing Translational Sciences (NCATS)
IMPase inh – qHTS Assay for Identifying the Cell-Membrane Permeable IMPase Inhibitors. Inositol monophosphatase 1 (Rattus norvegicus), P97697. CHO-M1 cells, IP1 accumulation, HTRF TR-FRET ratio. inhibition (IP1 accumulation), % at 46.1 µM. 120,000 tested, under 10 active. AID 901, 2007; active means well fitted curve in the direction sought with a large enough effect in the signal ratio, not every such curve was filed as active; inconclusive means small, poorly fitted or top-dose-only effect, or a change in a side signal; inactive means no such curve, though single readings can be large or run the other way; the % refers to the signal ratio;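 further: cells stimulated with carbachol in lithium chloride buffer; plate controls were DMSO basal wells for no effect and reference inhibitor wells for full effect; higher means more IMPase inhibition seen as more IP1 and lower FRET ratio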
Target sequence (P97697 whole entry, looked up): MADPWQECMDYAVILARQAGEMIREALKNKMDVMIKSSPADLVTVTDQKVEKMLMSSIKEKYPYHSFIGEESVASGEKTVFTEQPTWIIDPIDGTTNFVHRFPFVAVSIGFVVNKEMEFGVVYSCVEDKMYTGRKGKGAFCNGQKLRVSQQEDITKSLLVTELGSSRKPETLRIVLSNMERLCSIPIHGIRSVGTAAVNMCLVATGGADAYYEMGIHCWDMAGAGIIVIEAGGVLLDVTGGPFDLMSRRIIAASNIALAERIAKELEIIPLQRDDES
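Seeded CHO-M1 cells were dosed with compound at up to 46 uM, stimulated with carbachol for 30 min, then lysed in IP-One detection reagents. Higher IP1 lowers the TR-FRET signal.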
ALOX12 inhib – qHTS Assay for Inhibitors of 12-hLO (12-human lipoxygenase) | purified 12-hLO, xylenol orange hydroperoxide absorbance | hit rate 0.12% among 150,000 | AID 1452, 2008 | Potency, µM (highest dose often 57.1 µM), without a hit: top-dose activity change, negative = inhibition, actives largely listed as inhibitors; further: potency means the concentration at half of the fitted maximal effect; nearly all actives have a fitted effect of over 55% in size; many of its hits are not listed in these tables
Target sequence (P18054 whole entry, looked up): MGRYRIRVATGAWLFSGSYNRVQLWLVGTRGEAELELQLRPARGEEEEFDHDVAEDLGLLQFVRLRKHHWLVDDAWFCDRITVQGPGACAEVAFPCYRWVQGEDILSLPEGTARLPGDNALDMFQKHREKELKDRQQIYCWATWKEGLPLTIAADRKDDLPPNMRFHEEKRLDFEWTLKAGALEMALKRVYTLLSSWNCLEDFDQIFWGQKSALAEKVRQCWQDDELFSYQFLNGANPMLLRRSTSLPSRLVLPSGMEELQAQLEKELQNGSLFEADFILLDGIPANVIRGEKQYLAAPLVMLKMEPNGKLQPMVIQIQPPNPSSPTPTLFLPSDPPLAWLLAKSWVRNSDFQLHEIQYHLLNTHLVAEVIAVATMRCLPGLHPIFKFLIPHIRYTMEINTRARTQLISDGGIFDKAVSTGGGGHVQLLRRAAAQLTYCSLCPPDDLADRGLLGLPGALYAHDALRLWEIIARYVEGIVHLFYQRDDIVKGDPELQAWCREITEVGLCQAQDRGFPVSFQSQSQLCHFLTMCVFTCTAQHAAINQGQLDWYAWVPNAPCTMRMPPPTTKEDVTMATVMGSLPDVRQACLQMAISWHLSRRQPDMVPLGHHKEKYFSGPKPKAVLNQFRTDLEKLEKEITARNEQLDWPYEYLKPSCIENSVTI
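150 nM 12hLO, 25 mM Hepes pH 7.0 + 0.01% Triton X-100; cpd preinc 15 min RT; 40 uM arachidonic acid, 30 min RT; Fe-XO 30 min; A573/A405 ratio as read-out.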
PNC assembly inh – High Content Assay for Compounds that inhibit the Assembly of the Perinucleolar Compartment. hit rate 3.1% among 140,000. activity change (PNC), negative = inhibition, % at 10 µM. PC3M PTB-GFP, PNC prevalence imaging, 16 h; hits give low values;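 active means readout at or below -70, meaning at least 70% loss of cells showing the perinucleolar compartment, a nuclear body marking cancer cells; inconclusive means readout between -30 and a set limit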;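 further: plate controls were DMSO wells for no effect and camptothecin positive control wells for full effect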
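Read-out is percentage of cells bearing a perinucleolar compartment, from automated 20x imaging of fixed, Hoechst-stained PC3M PTB-GFP cells. Cells were seeded 4 h, then exposed 16 h to compound (23 nl of library stock) in duplicate plates.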
ALOX15B inhib – qHTS Assay for Inhibitors of 15-hLO-2 (15-human lipoxygenase 2); Polyunsaturated fatty acid lipoxygenase ALOX15B (Homo sapiens), O15296; purified 15hLO-2, xylenol orange hydroperoxide absorbance; Potency, µM (series often up to 57.1 µM), for inactives: at the highest dose activity change, negative = inhibition, hits mostly inhibitors; hit rate 0.56% among 110,000; AID 881, 2007; further: potency means the concentration at half of the fitted maximal effect; nearly all actives have a fitted effect of over 60% in size; many of its hits are not listed in these tables
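Read-out: hydroperoxide product oxidises ferrous iron, measured as xylenol orange complex via the 573-to-405 nm absorbance ratio after 30 min. Reaction: 50 nM enzyme, 15 min compound preincubation, 45 uM arachidonic acid, 90 min RT, Hepes pH 7.5 with Triton X-100.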
* = called active by the depositor; ? = inconclusive; nt = no result given; & = joins results of further samples; [ ] = dose if it differs, or a comment. Unless noted, the call rests on the fitted dose curve; in most records, active means well fitted curve in the direction sought with a large enough effect; inconclusive means small, poorly fitted or top-dose-only effect, or another doubt; inactive means no such curve, though single readings can be large; an effect the other way counts as inactive or inconclusive. Unless noted, on the % scale 0 is the no-effect control and ±100 the full control effect.

Every second line gives: IMPase inh | ALOX12 inhib | PNC assembly inh | ALOX15B inhib
> Cc1ccc(N2C(=O)CSC23C(=O)Nc2ccccc23)cc1 (stereo not given)
  4 | 2% | ? | -6%
> c1cc(-c2sc(-c3ccncc3)c(-c3ccncc3)c2-c2ccncc2)ccn1
  nt | 5%[11.4 µM] | nt | -4%[11.4 µM]
> CCCNC(=O)C(=O)NCCC1=CCCCC1
  -1 | -3% | 12 | 1%
> CCOC(=O)c1sc2nc(C)cc(C)c2c1NC(=O)c1ccco1
  1 | -2% | -22 | 0%
> C=CCN1CCN(C(c2ccc(OC)c(OC)c2)c2nnnn2C(C)(C)C)CC1 (stereo not given)
  2 | -2% | ? | 8%
> Oc1c(C(c2ccccn2)N2CCOCC2)ccc2cccnc12 (stereo not given)
  4 | ? | -15 | 64%[activator]
> CC(C)(C)C1CCc2c(sc(NC(=O)CSc3ncn[nH]3)c2C#N)C1 (stereo not given)
  ? | -5% | 13 | nt
> Cc1cnc(C(=O)Nc2nccs2)cn1
  -4 | -4% | 23 | -5%
> COc1ccc(NC(=O)c2cccs2)cc1O
  4 | -5% | ? | -2%
> O=C(CCS(=O)(=O)c1ccc(Br)s1)NCc1ccccc1
  2 | -2% | -3 | -8%
> Cc1cc(C(F)F)n2nc(C(=O)Nc3sc4c(c3C(N)=O)CCC4)nc2n1
  0 | -4% | 1 | nt
> CCOC(=O)N1CCN(Cc2nc3c(c(=O)n(C)c(=O)n3C)n2CCC(C)C)CC1
  1 | 4% | ? | -1%
> COc1cccc(C2CC(C(F)(F)F)n3ncc(C(=O)NCc4ccco4)c3N2)c1 (stereo not given)
  1 | 2% | -28 | -5%
> CCN(CC)S(=O)(=O)c1ccc(-c2nnc(SCC(=O)Nc3ccc(OC)cc3)o2)cc1
  -11 | -2% | 53 | nt
> Cc1ccc(NC(=O)C2(c3ccc([N+](=O)[O-])cc3)CCCC2)cc1
  3 | -3% | 79 | nt
> O=C(CSCCSCC(=O)c1ccco1)c1ccco1
  7 | -12% | ? | -1%
> C=CCn1c(SCC(=O)NCc2ccccc2)nnc1-c1ccccc1O
  8 | -3% | 14 | 0%
> COC(=O)N1CCC2(CC1)CN(C(c1ccccc1)c1ccccc1)C2
  nt | 9% | nt | 3%
> O=c1cc(NCCO)c2ccccc2o1
  -6 | -6% | 37 | -3%
> COc1cc([N+](=O)[O-])c(C(=O)N2CCOCC2)c([N+](=O)[O-])c1
  nt | 1% | -11 | nt
> O=C(c1cnccn1)N1CCC2(CC1)CN(Cc1cc(C(F)(F)F)cc(C(F)(F)F)c1)C2
  nt | 4% | nt | 32%[activator]
> O=c1c2ccccc2nc(-c2ccccc2)n1CCCN1CCOCC1
  -11 | 2% | ? | -4%
> COC(=O)c1ccc(NC(=O)CS(=O)(=O)Cc2ccccc2)cc1
  -8 | -2% | -18 | -9%
> Cn1c(=O)[nH]c2ncn(C)c2c1=O
  ? | -1%&3% | nt | -3%&-7%
> N[C@H](CCC(=O)N[C@H](CSN=O)C(=O)NCC(=O)O)C(=O)O
  -9&2 | -14%&-4% | nt | 53%&33%[activator]
> C=CCn1c(SCC(=O)NCC2CCCO2)nc2scc(-c3ccco3)c2c1=O (stereo not given)
  -11 | -2% | -13 | -20%
> CN1c2ccccc2N(C)C1c1ccc2c(c1)OCO2
  6 | -3% | -12 | -6%
> Oc1ccccc1C(=S)N1CCCCC1
  -3 | -4% | -5 | ?
> Cc1nc(NC(=O)CSc2nnc(-c3ccc4c(c3)OCO4)o2)c(Cl)cc1Cl
  nt | -2% | 29 | nt
> COc1ccccc1Oc1nc2c(c(=O)n(Cc3ccccc3F)c(=O)n2C)n1C
  -4 | -19% | -30 | -29%
> O=[N+]([O-])c1ccccc1-c1nc(-c2ccc(Br)o2)no1
  nt | -1% | 32 | nt
> COc1cccc(/C(C)=N/NC(=O)c2ccc(N(C)C)cc2)c1
  -1 | -4% | 2 | -4%
> O=C(c1ccccc1)N(Cc1ccc2c(c1)OCO2)Cc1nc2ccccc2c(=O)[nH]1
  -6 | -5% | 20 | -5%
> CC(CCc1ccccc1)NC(=O)c1ccc(NC(=O)c2ccc(Cl)cc2Cl)cc1 (stereo not given)
  -10 | 0% | -2 | nt
> CC(C)(C)c1csc(NC(=O)c2ccc3nccnc3c2)n1
  3 | -13% | 47 | 23%
> COc1ccccc1N(CC(=O)NCC1CCCO1)C(=O)CNS(=O)(=O)c1ccc(C)cc1 (stereo not given)
  -1 | 5% | 3 | -2%
> CCC(C)(C)n1nnnc1C(c1ccncc1)N1CCN(c2cccc(OC)c2)CC1 (stereo not given)
  1 | 4% | 5 | -3%
> COc1ccc(C(C)(C)C)cc1NC(=O)COC(=O)c1ncc(Cl)c(Cl)c1Cl
  -13 | -2% | -29 | nt
> CCOc1ccc(C2N(c3ccc(F)cc3)C(=O)C3CCCN32)cc1OC (stereo not given)
  3 | 4% | 32 | 1%
> COc1ccc(C(=O)Nc2n[nH]c(-c3ccncc3)n2)cc1
  2 | -5% | 23 | 5%
> CCCCCCC(=O)NN1CCN(C)CC1
  -6 | -3% | ? | -3%
> Cc1ccc2nc(SCC(=O)NCc3cccs3)c(C#N)cc2c1
  ? | 6% | -25 | -6%
> O=C(c1ccc(N2CCCCCC2)c([N+](=O)[O-])c1)N1CCc2ccccc21
  nt | 2% | -7 | nt
> Cn1c(N2CCCCC2)nc2c1c(=O)[nH]c(=O)n2C
  2 | -8% | -106* | -4%
> C=CCSc1nnc(CSc2nc3sc4c(c3c(=O)[nH]2)CCCC4)n1-c1ccccc1
  1 | -21% | -11 | ?
> C[C@@H]1C[C@H](OC(=O)[C@@H](O)c2ccccc2)CC(C)(C)N1C
  12[20.6 µM] | -1%[25.6 µM] | nt | 1%[25.6 µM]
> CCCc1nc2ccccc2c(=O)n1/N=C/c1ccccc1O
  11 | ? | ? | 5%
> CCOC(=O)CSc1n[nH]c(NC(=O)c2cccc(C)c2)n1
  4 | 1% | 5 | -9%
> CC1=C(C(=O)O)N2C(=O)C(NC(=O)C(N)C3=CCC=CC3)C2SC1 (stereo not given)
  nt | -4% | nt | -4%
> CCOC(=O)c1c(NC(=O)CSc2nnc(-c3ccccc3C)n2C)sc(C(C)=O)c1C
  -4 | -7% | 13 | ?
> O=C(/C=C/Nc1ccc(F)c(F)c1)c1cccs1
  -12 | 5% | 24 | nt
> CC1CC[C@@]2(OC1)OC1CC3C4CC[C@H]5CC(O)CC[C@@]5(C)C4CC[C@]3(C)C1C2C (stereo not given in full)
  nt | -1% | nt | 2%
> Cc1cccc(NC(=O)COc2ccc3oc4c(c3c2)CCCC4)n1
  1 | 1% | -12 | 0%
> CCc1ccc(C(=O)CSc2n[nH]c(C)n2)cc1
  -5 | -18% | -30 | -9%
> COc1ccc(CCNC(=O)CCNS(=O)(=O)c2ccc3c(c2)CCN3C(C)=O)cc1OC
  3 | 2% | ? | 0%
> CCCOc1ccc(N2C(=O)CC(SC(=NCC)NCC)C2=O)cc1 (stereo not given)
  nt | -1% | ? | nt
> CCOc1ccc2c(C)c(Cl)c(=O)oc2c1
  -8 | -8% | 14 | -3%
> COc1ccc(N2CSC3=C(C#N)C(c4cc(OC)c(OC)cc4OC)CC(=O)N3C2)c(OC)c1 (stereo not given)
  -3 | -14% | 17 | ?
> COc1ccc(/C=N/NC(=O)CCCC(=O)NC2CCCCC2)cc1
  3 | -1% | -19 | 2%
> CC(=O)Nc1cccc(S(=O)(=O)N2CCCCCC2)c1
  22 | 1% | ? | 8%

(cont.)
Every second line gives: IMPase inh | ALOX12 inhib | PNC assembly inh | ALOX15B inhib
> O=C(c1ccco1)[C@@H]1[C@@H]2C(=O)N(c3ccc(F)cc3)C(=O)[C@@H]2C2c3ccccc3C=CN21 (stereo not given in full)
  -12 | -11% | 1 | -27%
> Nc1nc(-c2cccnc2)cc(-c2cc(-c3cccnc3)nc(N)n2)n1
  nt | 8%[11.4 µM] | nt | -12%[11.4 µM]
> Cc1nn(-c2ccccc2)c(C)c1/C=N/NC(=O)CSc1nnc(SCc2ccc(Cl)cc2)s1
  nt | -1% | 42 | nt
> COc1cc(C(=O)Nc2nnc(CC(C)(C)C)s2)c([N+](=O)[O-])cc1OC
  nt | -1% | -7 | nt
> COc1ccc(C(=O)O/N=C(\N)Cc2ccc(Cl)cc2Cl)cc1OC
  nt | -3% | -27 | nt
> Cc1cc(C2(c3cc(C)c(O)c(C(=O)O)c3)OS(=O)(=O)c3ccccc32)cc(C(=O)O)c1O
  nt | 5%[11.4 µM] | nt | -6%[11.4 µM]
> COc1ccccc1NC(=O)CN1CCCCC1
  -8 | 1% | 13 | 2%
> Oc1ccc2ccccc2c1C=NCc1c(O)ccc2ccccc12
  nt | -3%[11.4 µM] | nt | -17%[11.4 µM]
> O=S(=O)(c1cccc(-c2nc3n(n2)Cc2ccccc2-3)c1)N1CCCCC1
  ? | 7% | 78 | -1%
> CCOC(=O)c1c(/N=C/c2cc(OC)cc([N+](=O)[O-])c2O)sc(C)c1C
  -2 | -3% | -7 | nt
> CC(C)(C)NC(=O)Cn1nnc(-c2ccccc2NC(=O)c2cnccn2)n1
  9 | -6% | 12 | 7%
> CCCCSc1ccc(NC(=O)c2cccnc2)cc1
  3 | 1% | 9 | 10%
> COc1ccc(C)cc1Nc1nc(-c2c[nH]c3ccccc23)cs1
  nt | -6% | 11 | nt
> CCOC(=O)C1CCN(C(=O)CN(C)S(=O)(=O)c2cc(C)ccc2OC)CC1
  -4 | 3% | 11 | -1%
> CC(=O)O[C@]1(C)CC[C@]23CC1C(C)(C)C2CC[C@@H]3C (stereo not given in full)
  nt | -2% | nt | 20%
> COc1ccc(OC)c(NC(=O)Cc2coc3cc(C)cc(C)c23)c1
  3 | -9% | 5 | 0%
> CC1(C(=O)NCc2cccnc2)CCC(=O)N1Cc1cccs1 (stereo not given)
  2 | -3% | 3 | 1%
> O=[N+]([O-])c1ccc(Oc2cccc(F)c2)c2ccncc12
  -1 | -9% | ? | -7%
> N#Cc1ccc2ccn(CC(=O)N3CCCc4ccccc43)c2c1
  3 | -6% | -5 | -9%
> O=C(O)C1CCCCN1S(=O)(=O)c1ccccc1 (stereo not given)
  -4 | 0% | -13 | 4%
> NC(=O)Cn1c(=O)n(CCc2ccccc2)c(=O)c2c3c(sc21)CCCC3
  -4 | -4% | 10 | -5%
> Cc1ccc(-c2n[nH]c(=S)n2/N=C/c2c(C)nn(-c3ccccc3)c2C)cc1
  -6 | 0% | -19 | nt
> O=C(O)Cn1nnnc1-c1ccc(F)cc1
  2 | 4% | 3 | -9%
> Cc1[nH]c2ccc(Br)cc2c(=O)c1CN1CCOCC1
  6 | -6% | ? | -3%
> O=c1c(Cl)c(Nc2cccc(Cl)c2)cnn1-c1nc2ccccc2s1
  nt | 1% | 12 | nt
> Cc1cccc(NC(=S)NC(=O)CCc2ccccc2)c1
  -2 | -28% | 5 | ?
> N=c1c2c(-c3ccccc3)c(-c3ccccc3)n(Cc3ccco3)c2ncn1CCN1CCOCC1
  10 | 2% | 19 | 55%[activator]
> CCCS(=O)(=O)Nc1c(C(=O)OC)[nH]c2ccccc12
  nt | 0% | 44 | nt
> O=C(Nc1cccc(C(=O)N2CCOCC2)c1)c1ncn[nH]1
  11 | -1% | 3 | 0%
> COc1ccccc1Nc1nc(-c2sc(NC(=O)C(C)(C)C)nc2C)cs1
  ? | -26% | -8 | 11%
> CCNC(=O)Cc1ccc(Br)cc1
  0 | 9% | -29 | -4%

An excerpt. The share of hits here may be higher or lower than overall.
